MITF primary: MITF inhibitors, primary screen, biochemical, AlphaScreen, human; AlphaScreen MITF homodimerization, bead proximity signal; Microphthalmia-associated transcription factor (Homo sapiens), O75030; hit rate 0.91% among 650,000; inhibition, % at 2.6 µM; in the data active = inhibition above about 50%;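 also: 0% = vehicle wells with protein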
Target sequence (O75030 whole entry, looked up): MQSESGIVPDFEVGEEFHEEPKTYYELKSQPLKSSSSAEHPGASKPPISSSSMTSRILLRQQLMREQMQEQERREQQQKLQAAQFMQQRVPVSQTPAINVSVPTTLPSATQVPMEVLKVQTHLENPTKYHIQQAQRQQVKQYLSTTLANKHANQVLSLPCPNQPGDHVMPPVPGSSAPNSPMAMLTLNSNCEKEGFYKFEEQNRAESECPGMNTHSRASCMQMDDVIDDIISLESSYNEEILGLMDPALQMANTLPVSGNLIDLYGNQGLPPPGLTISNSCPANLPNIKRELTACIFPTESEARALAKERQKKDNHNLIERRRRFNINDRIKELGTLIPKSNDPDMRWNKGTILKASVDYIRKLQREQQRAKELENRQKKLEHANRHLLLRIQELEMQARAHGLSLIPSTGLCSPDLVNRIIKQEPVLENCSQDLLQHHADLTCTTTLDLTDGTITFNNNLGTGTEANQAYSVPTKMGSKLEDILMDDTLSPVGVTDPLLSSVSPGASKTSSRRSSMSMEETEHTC
FBW7 activator: FBW7 E3 ligase activators, primary screen, biochemical, AlphaScreen, human; normalized activity (activation), % at 26.1 µM; hit rate 0.13% among 650,000; AlphaScreen FBW7–phospho-cyclin E peptide binding, activator screen; F-box/WD repeat-containing protein 7 (Homo sapiens), Q969H0; in the data active = normalized activity above about 1.9%;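 also: purified mutant Fbw7 with reduced substrate affinity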
TEAD-YAP inh: TEAD-YAP interaction inhibition, primary screen, TEAD-YAP interaction inhibitor project, luminescence, HEK-TIYL cells. inhibition, % at 9.12 µM. AID 1259422, 2018. TEAD-Gal4/YAP UAS-luciferase luminescence. hit rate 1.4% among 640,000; in the data active = inhibition above about 32%;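 also: 0% = median of test compound wells and 100% = reference inhibitor wells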
GPR151 activ: activators of human GPR151, primary screen, cell-based, PathHunter beta-arrestin, luminescence. PathHunter beta-arrestin GPR151 cells. hit rate 1% among 650,000. activation, % at 11.2 µM; in the data active = activation above about 4.9%;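 also: 0% = median of compound wells and 100% = cells with positive control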
Target sequence (Q8TDV0 whole entry, looked up): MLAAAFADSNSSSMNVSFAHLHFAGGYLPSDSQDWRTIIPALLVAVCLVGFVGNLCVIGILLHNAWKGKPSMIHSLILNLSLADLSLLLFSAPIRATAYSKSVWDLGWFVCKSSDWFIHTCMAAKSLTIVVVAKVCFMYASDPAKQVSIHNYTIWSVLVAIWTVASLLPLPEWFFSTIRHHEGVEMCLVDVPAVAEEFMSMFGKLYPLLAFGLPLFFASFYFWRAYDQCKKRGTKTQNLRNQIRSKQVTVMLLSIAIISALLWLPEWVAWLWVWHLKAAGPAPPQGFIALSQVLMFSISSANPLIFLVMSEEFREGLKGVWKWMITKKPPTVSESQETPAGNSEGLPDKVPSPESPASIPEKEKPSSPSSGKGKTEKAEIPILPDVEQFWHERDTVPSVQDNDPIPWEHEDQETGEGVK
Starred values were filed as active, the others as inactive; nt = no result given; & = joins results of further samples. Outcome played no part in choosing rows (roughly 3.4% active in at least one column).

SMILES	MITF primary	FBW7 activator	TEAD-YAP inh	GPR151 activ
c1ccc(-c2csc(N3CCC(c4ccccc4)CC3)n2)cc1	1	0.1	-14	4.1
COCCn1c(C)c(C)n2c3c(=O)n(CCC(C)C)c(=O)n(C)c3nc12	0	-0.1	4	-1.6
Cc1cc(C=O)c(C)n1-c1ccc(C(=O)O)c(Cl)c1	70*	-0.1	10	0.1
Cc1cc(C)nc(SCC(=O)Nc2nc(-c3ccccc3)c(C)s2)n1	10	0.3	24	-1.5
O=C(COc1ncnc2ccccc12)N1CCCC1	1	0.7	2	1.6
COc1ccccc1C(=O)Nc1ccnn1C1CCN(Cc2ccc(O)c(Cl)c2)CC1	2	0.1	1	-0.2
CN1/C(=C\C(=O)c2cccc(S(=O)(=O)N3CCOCC3)c2)C(C)(C)c2ccccc21	9	0.0	8	-0.9
CCSc1nnc(NC(=O)Cc2ccc(Br)cc2)s1	22	0.6	7	-1.7
COCCN(C(=S)Nc1cccc(C)c1)C(C)c1ccccn1 (centres undefined)	1	-0.2	1	2.9
O=C(O)CCCCCNS(=O)(=O)c1cccc(C(=O)O)c1	13	0.5	7	1.7
CO/N=C(\C(=O)NC1C(=O)N2C(C(=O)O)=C(COC(N)=O)CSC12)c1ccco1 (centres undefined)	4&23	-0.1&0.7	-3	-2.2&-0.3
Fc1ccc(N2CCN(c3ncnc4scc(-c5ccccc5)c34)CC2)cc1	-16	-0.1	2	-1.0
COc1ccc(C(Cc2ccncc2)Oc2nc(C)cc(C)n2)cc1 (centres undefined)	11	0.1	3	0.3
Nc1c(C(=O)OCC(=O)Nc2ccccc2[N+](=O)[O-])ccc2c1C(=O)c1ccccc1C2=O	11	0.2	-4	0.1
COc1cc2c(cc1OC)C(c1cc3ccc(C)cc3[nH]c1=O)NCC2 (centres undefined)	8	0.0	-4	1.1
c1cnc(N2CCCC(CNc3nncc(-c4ccc5ccccc5c4)n3)C2)nc1 (centres undefined)	-8	-0.2	-17	1.1
COc1cc(/C=C2\SC(=Nc3ccccc3)N(c3ccccc3)C2=O)cc(Cl)c1O	4	0.0	-3	0.5
Cc1ccc(-n2c3c(cc(C(=O)Nc4ccc(Cl)cn4)c2=O)C(=O)CC(C)(C)C3)cc1	17	0.1	1	2.0
CC(C)CNC(=O)c1c(-c2ccccc2)nc2ccccn12	6	0.3	-5	1.2
O=C(CSc1nc2c(sc(=S)n2Cc2ccco2)c(=O)n1-c1ccccc1)c1ccc(O)c(O)c1	5	-0.2	-2	-0.3
O=C(c1ccc(Sc2cccc(Cl)c2)c([N+](=O)[O-])c1)N1CCOCC1	11	0.9	-6	0.7
Cc1ccc(NC(=O)CSCC#N)c(C)c1	2	-0.4	-16	0.2
CC(NC(=O)NC(=O)c1cccc(Cl)c1)c1ccccc1 (centres undefined)	-8	0.1	3	-0.1
CCOC(=O)c1c(NC(=O)c2cc3nc(-c4ccc(OC)cc4)cc(C(F)(F)F)n3n2)sc2c1CCC(C(C)(C)C)C2 (centres undefined)	2	0.0	9	0.8
COc1cccc(Nc2nnc(SCc3nnc(-c4cccs4)o3)s2)c1	2	0.0	0	1.3
COC(=O)Cn1cnc2sc(C)c(-c3ccc(C)c(C)c3)c2c1=O	12	0.2	-4	-0.8
Cc1ccccc1COc1ccc(-c2nnn(CC(=O)Nc3ccc4c(c3)OCO4)n2)cc1	13	0.0	10	0.7
CC(=O)C(C)Oc1cc2oc(=O)c3c(c2cc1Cl)CCC3 (centres undefined)	7	-0.8	-21	0.1
COc1ccc(C2CC(=O)C3=C(C2)Nc2ccccc2NC3c2cc(OC)ccc2OC)cc1 (centres undefined)	6	0.0	14	0.4
COc1ccc(I)cc1S(=O)(=O)NCc1ccccc1	-12	-0.1	-4	1.0
Cc1nn(C)c(Cl)c1S(=O)(=O)N1CCC(CO)(CCc2ccccc2)CC1	15	0.0	7	-0.8
CN1CCN(CC(=O)Nc2ccc(N3CCCCCC3)cc2)CC1	55*	-0.3	-3	0.2
CCOC(=O)c1c(N)sc(CC)c1-c1ccccc1	12	0.0	0	-0.4
COc1ccc(N2CCN(c3oc(COc4ccccc4)nc3C#N)CC2)cc1	12	-1.3	4	-0.4
C=CCn1c(=S)[nH]c2cc(C(=O)Nc3ccc(F)cc3)ccc2c1=O	-5	0.2	4	-0.7
FC(F)(F)c1ccc(Cn2cnc3c(NC4CCN(Cc5ccccc5)CC4)nc(Nc4ccc(N5CCOCC5)cc4)nc32)cc1	6	-0.2	-9	3.0
CCN(CC)S(=O)(=O)Cc1ccccc1Cl	15	0.1	-2	-2.0
O=C(c1ccc(COc2ccc(I)cc2)cc1)N1CCCCCC1	0	-0.1	2	0.9
N#Cc1ccc(OCC(=O)N/N=C/C2CC=CCC2)cc1 (centres undefined)	21	0.3	-2	-1.1
Cc1ccc2c(CC(=O)Nc3nc4ccccc4[nH]3)coc2c1	16	0.2	-20	-1.1
COC(=O)CSc1cc([N+](=O)[O-])cc2c1c(C1OCCO1)nn2-c1ccccc1	5	0.1	-4	2.1
CCOC(=O)c1ccc2c(c1)N(Cc1ccc(Cl)cc1)C(=O)CS2	12	0.9	1	0.4
CC1=C(C(=O)Nc2cccnc2)C(c2cccc(O)c2)n2ncnc2N1 (centres undefined)	-20	0.2	8	0.8
O=C(Nc1nc2ccccc2s1)c1n[nH]c(=O)c2ccccc12	5	-0.1	16	-0.5
CC(C)CNC(=O)C(=O)NNC(=O)/C=C/c1ccccc1	5	-0.1	0	1.3
c1ccc(CNc2nc(Nc3ccncn3)nc3c2ncn3-c2ccsc2)cc1	6	0.1	-36	-1.9
CCOC(=O)c1c(NC(=O)c2ccc(C(C)(C)C)cc2)sc2c1CCN(C(C)=O)C2	8	0.6	5	-0.8
Cc1ccc(C(=O)CSc2nnnn2C2CCCC2)cc1C	-5	0.0	-60	-0.3
CC1CCCN(CCCNC(=O)C2c3ccccc3C(=O)N(C)C2c2cccs2)C1 (centres undefined)	5	0.6	7	-0.9
COc1ccc(OC)c(CN2CCCC(CO)C2)c1 (centres undefined)	-3	-0.1	-4	1.7

Next part.
SMILES	MITF primary	FBW7 activator	TEAD-YAP inh	GPR151 activ
COC(=O)c1sccc1NC(=O)/C=C/c1ccc(Br)cc1	0	0.1	-9	-1.1
O=C(CCCn1c(=S)[nH]c2ccccc2c1=O)Nc1ccc(F)c(Cl)c1	17	1.0	-22	-0.1
CN(C(=O)c1cnccn1)c1nnc(-c2cnccn2)s1	14	0.8	-28	-1.0
COc1ccc(Nc2nc3ccc(C)cc3n3cnnc23)c(OC)c1	8	0.4	-11	-1.3
Cc1cccc2cc(CN(Cc3ccc(F)cc3)C(=O)C3CC3)c3nnnn3c12	-3	-0.1	-7	-0.6
COc1cccc(C(=O)Nc2cnc(NC(=O)C3CCCCC3)cc2C)c1	-25	0.1	3	0.2
Cc1cccn2c(=O)c(/C=C(\C#N)C(=O)NC3CCCC3)c(Oc3ccccc3F)nc12	22	-0.1	8	-0.8
COc1ccc(C2CC(c3ccc4ccccc4c3O)=NN2)cc1 (centres undefined)	8	-0.2	-38	4.8
CCOC(=O)CSc1nc2c(c(=O)n1Cc1ccccc1)C(CC)(CC)Cc1ccccc1-2	18	0.1	5	0.0
Fc1ccc(C2Nc3ccc4ccccc4c3C3=C2CCCC3)cc1 (centres undefined)	1	0.1	6	1.1
CC(C)(C)c1ccc(S(=O)(=O)Nc2cccc3ccccc23)cc1	11	0.2	3	-1.4
Cc1cccc(C(=O)Nc2ccc3nc(SCC(=O)Nc4ccc5c(c4)oc4ccccc45)sc3c2)c1	4	0.1	-1	-0.4
Nc1ncnc(NNC(=O)CNC(=O)C23CC4CC(CC(C4)C2)C3)c1[N+](=O)[O-]	18	0.0	-15	1.6
CSc1nc(C)cc(-n2cc(F)c(=O)[nH]c2=O)n1	-4	-0.1	-3	2.7
O=c1c2c3c(sc2n2c(=S)[nH]nc2n1-c1ccccc1)CCC3	6	0.1	1	0.2
CN1CCN(Cc2ccc(-n3cccn3)cc2)CC1CCO (centres undefined)	-16	0.1	2	-0.9
O=C(COc1ccccc1Cl)NNC(=O)c1ccc(F)cc1	15	0.0	0	-0.1
NC1=NC(=O)/C(=C\c2ccc(OCc3ccc(Cl)cc3Cl)cc2)S1	-13	0.2	-9	0.1
CC(C)CCNC(=O)NC(=O)COC(=O)Cc1n[nH]c(=O)c2ccccc12	3	0.0	10	2.3
O=C1CCCN(c2cccc(CO)c2)N1	5	0.5	3	-1.0
CC(=O)Nc1ccc(S(=O)(=O)N2CCN(C(=O)c3cccc(F)c3)CC2)cc1	-4	0.0	14	-1.2
O=C(NCCCO)C1CC(=O)N(c2ccccc2)C1 (centres undefined)	8	0.0	-13	0.3
O=C(Nn1cnnc1)c1cccs1	5	0.1	2	-0.5
COc1ccc(C2NC(=O)NC(C)=C2C(=O)OCc2ccc(C)cc2)cc1 (centres undefined)	-3	-0.2	2	0.1
O=C(CC1C(=O)NCCN1Cc1ccc(F)cc1)NCCc1nc(-c2ccccc2)no1 (centres undefined)	0	0.2	8	0.9
COc1cc(NS(=O)(=O)c2ccc(N3C(=O)c4c(Cl)c(Cl)c(Cl)c(Cl)c4C3=O)cc2)nc(OC)n1	-11	-0.2	-3	-0.6
COC(=O)C1CCN(C(=O)c2cc(OC)c(OC)c(OC)c2)CC1	14	1.0	3	0.1
CC(NC(=O)Cc1cccs1)c1nc2cccnc2n1C(C)C (centres undefined)	5	0.1	-4	-0.3
COc1ccc(S(=O)(=O)NC(Cc2c[nH]c3ccccc23)C(=O)O)cc1 (centres undefined)	10	0.1	0	0.6
CCC(=O)Nc1cc(-c2nc3cc(C(C)C)ccc3o2)ccc1Cl	-3	0.2	46*	-0.3
Cc1[nH][nH]c(=O)c1C(c1ccc(-c2ccc(Cl)cc2[N+](=O)[O-])o1)c1c(C)[nH][nH]c1=O	-3	-0.2	2	0.1
CCN(CC)CCCN(Cc1ccco1)C(=S)Nc1ccc(C)c(Cl)c1	7	-0.2	12	-2.3
CCOc1cc(C(=O)NNC(=O)Nc2ccc(C)cc2)cc(OCC)c1OCC	-14	0.2	-5	-0.2
COc1ccc(C(=O)COC(=O)/C=C/c2ccc(Br)o2)c(OC)c1	12	0.2	6	-0.5
Cc1nnc(SCC(=O)N(C)C)n1C	6	-0.4	0	0.6
C=CCNC(=S)N1CCN(C2c3cccc4cccc(c34)C2NS(=O)(=O)c2ccc(Cl)cc2)CC1 (centres undefined)	28	0.4	9	-0.1
CCOC(=O)N/N=C1\C[C@@H](O)[C@@H](O)[C@@H]2[C@@H]3C(=O)N(CC)C(=O)[C@@H]3CC[C@H]12	6	0.0	nt	-0.8
O=C(Nc1nnc(S(=O)(=O)N2CCCCCC2)s1)c1cccc(F)c1	-15	0.5	-43	0.8
O=C(NC1CCCC1)c1cc(-c2cccc(Cl)c2)on1	-5	-0.1	-52	-0.1
C/C(=N\NC(=O)CNC(=O)C(c1ccccc1)c1ccccc1)c1cccs1	8	0.1	-4	-1.1
Cc1ccc2nc(SCC(=O)Nc3cccc([N+](=O)[O-])c3)c(C#N)cc2c1	-2	0.1	0	-1.7
Cc1nc2ccccn2c1C(=O)N/N=C/c1c(O)ccc2ccccc12	30	-1.3	71*	-1.4
CCOC(=O)c1ccc(NC(=S)NNC(=O)C(C)Oc2ccc(C)cc2[N+](=O)[O-])cc1 (centres undefined)	16	0.3	9	-1.1
CC1CC(C)CN(S(=O)(=O)c2ccc(F)c(C(=O)NCc3ccc(Cl)c(Cl)c3)c2)C1 (centres undefined)	-5	-0.1	-4	-1.3
CCOC(=O)C1C(=O)C=C(N2CCOCC2)CC1c1ccccc1 (centres undefined)	-13	-0.1	-2	-0.1
COc1ccccc1-c1nnc(NC(=O)Cc2ccc(C)cc2C)o1	8	-1.3	-2	-0.9
C=CCOC(=O)C1=C(C)N2CCSC2=C(C#N)C1c1ccco1 (centres undefined)	6	-0.3	-12	5.1*

Gathered by group: those above containing an NH in an aromatic ring (10)
SMILES	MITF primary	FBW7 activator	TEAD-YAP inh	GPR151 activ
COc1cc2c(cc1OC)C(c1cc3ccc(C)cc3[nH]c1=O)NCC2 (centres undefined)	8	0.0	-4	1.1
C=CCn1c(=S)[nH]c2cc(C(=O)Nc3ccc(F)cc3)ccc2c1=O	-5	0.2	4	-0.7
Cc1ccc2c(CC(=O)Nc3nc4ccccc4[nH]3)coc2c1	16	0.2	-20	-1.1
O=C(Nc1nc2ccccc2s1)c1n[nH]c(=O)c2ccccc12	5	-0.1	16	-0.5
O=C(CCCn1c(=S)[nH]c2ccccc2c1=O)Nc1ccc(F)c(Cl)c1	17	1.0	-22	-0.1
CSc1nc(C)cc(-n2cc(F)c(=O)[nH]c2=O)n1	-4	-0.1	-3	2.7
O=c1c2c3c(sc2n2c(=S)[nH]nc2n1-c1ccccc1)CCC3	6	0.1	1	0.2
CC(C)CCNC(=O)NC(=O)COC(=O)Cc1n[nH]c(=O)c2ccccc12	3	0.0	10	2.3
COc1ccc(S(=O)(=O)NC(Cc2c[nH]c3ccccc23)C(=O)O)cc1 (centres undefined)	10	0.1	0	0.6
Cc1[nH][nH]c(=O)c1C(c1ccc(-c2ccc(Cl)cc2[N+](=O)[O-])o1)c1c(C)[nH][nH]c1=O	-3	-0.2	2	0.1

Screening data as filed in PubChem BioAssay.
